FXIa single inh: human FXIa protease inhibitors, primary screen, biochemical, single compound per well | purified human FXIa, fluorogenic AMC substrate cleavage | inhibition, % at 10 µM | 33,000 compounds, 0.3% hits | AID 687, 2007;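 active means inhibition above 40% in the primary screen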;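 further: 0% = enzyme without compound and 100% = blank wells lacking enzyme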
Target sequence (P03951 19-387 limits assumed): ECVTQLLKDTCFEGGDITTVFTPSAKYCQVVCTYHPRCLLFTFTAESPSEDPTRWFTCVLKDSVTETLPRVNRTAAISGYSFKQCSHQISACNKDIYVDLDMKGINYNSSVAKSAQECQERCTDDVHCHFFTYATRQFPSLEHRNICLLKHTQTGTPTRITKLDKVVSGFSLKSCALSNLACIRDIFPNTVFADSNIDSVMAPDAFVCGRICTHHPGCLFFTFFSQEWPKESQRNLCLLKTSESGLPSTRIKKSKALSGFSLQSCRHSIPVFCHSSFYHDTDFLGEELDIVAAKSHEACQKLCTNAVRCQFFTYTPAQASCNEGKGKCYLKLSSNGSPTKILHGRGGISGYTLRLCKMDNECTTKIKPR
Target sequence (P03951 388-625 limits assumed): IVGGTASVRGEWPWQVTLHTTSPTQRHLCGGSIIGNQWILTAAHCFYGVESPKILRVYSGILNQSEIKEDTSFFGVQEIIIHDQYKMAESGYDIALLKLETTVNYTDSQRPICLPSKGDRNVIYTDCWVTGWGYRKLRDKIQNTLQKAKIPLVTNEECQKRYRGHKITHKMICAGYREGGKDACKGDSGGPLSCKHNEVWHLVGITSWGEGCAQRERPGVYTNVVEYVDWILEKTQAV
FXIIa inh: human FXIIa protease inhibitors, primary screen, biochemical, single well. Coagulation factor XII (Homo sapiens), P00748. 33,000 compounds, 0.2% hits. inhibition, % at 10 µM. purified human FXIIa, AMC substrate fluorescence, 2 h; in the data active means inhibition above about 30%;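 further: 0% = enzyme with vehicle only and 100% = no enzyme blank; many of its hits are not listed in these tables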
* = called active by the depositor.

SMILES	FXIa single inh	FXIIa inh
CCc1c(C)sc(NC(=O)C2CCCCC2C(=O)O)c1C(N)=O (stereo unspecified)	-1	-13
O=S(=O)(NCCNS(=O)(=O)c1ccc(F)cc1)c1ccc(F)cc1	6	9
C=CCNC(=O)C1CC(=O)N(c2ccc(OCC(=O)Nc3cccc(OC)c3)cc2)C1 (stereo unspecified)	-6	5
Cc1cc(C=O)c2c(c1)C=CC1(Oc3ccccc3C(=O)N1C)O2 (stereo unspecified)	-1	1
O=C(Nc1c(C(=O)Nc2cccc3ccccc23)cnn1-c1ccccc1)c1ccco1	31	-16
Cc1cccc(C)c1NC(=O)CN(C)CC(=O)Nc1ccccc1Br	-9	1
COc1ccc(N2C(=O)CC(NC3CCCCNC3=O)C2=O)cc1 (stereo unspecified)	-5	3
CCn1c(=N)n(CC(O)c2ccccc2)c2ccccc21 (stereo unspecified)	4	7
CCn1c(SCC(=O)Nc2cc(NC(C)=O)ccc2OC)nnc1-c1ccncc1	1	3
CCOC(=O)C1=C(C)NC2=C(C(=O)C(C(=O)OCC)C(c3ccc(OC)cc3)C2)C1c1ccccn1 (stereo unspecified)	9	2
Cc1cccc2nc(CSc3nc4[nH]ncc4c(=O)n3-c3ccccc3Cl)cc(=O)n12	-3	-2
CO/N=C/c1ccc(Sc2ccc(C)cc2)c([N+](=O)[O-])c1	4	3
CCNc1nc(NC(C)(C)C)nc(N2CCCC2)n1	25	4
CCN(C(=O)c1cccnc1)c1ccccc1	3	10
CN(C)CCCN=Cc1c(O)n(Cc2ccccc2)c(=O)c2ccccc12	-3	2
CSc1cccc(NC(=O)CSc2ccc(Cl)cc2)c1	-1	20
O=C(OC(C(=O)NCc1cccs1)c1ccccn1)c1cccs1 (stereo unspecified)	-6	-13
COc1ccc2cc3c(N)c(C(=O)NCc4ccco4)sc3nc2c1	-1	6
COc1cc(NC(=O)CS(=O)(=O)c2ccc(C)cc2)cc(OC)c1OC	2	3
O=C(NC1CCCCC1)N(CCO)Cc1cc2cc3c(cc2[nH]c1=O)OCCO3	-5	7
c1ccc(-c2ccc(OCCOCCn3cncn3)cc2)cc1	22	7
N#Cc1cc2c(nc1SCC(=O)Nc1sc3c(c1C#N)CCC3)CCCC2	-2	6
O=C1CN=C(Nc2cccc(C(F)(F)F)c2)N1C1CCCC1	4	-6
COc1ccc(N2C(=O)CCC(C(=O)NCc3ccccn3)C2c2ccc(F)cc2)cc1 (stereo unspecified)	25	-14
O=C(NCc1nnc(SCC(=O)N2CCCC2)o1)c1c(F)cccc1Cl	-1	1
COC(=O)c1cc(S(=O)(=O)n2nc(C)c(Br)c2C)c(Cl)cc1Cl	4	2
CCN(CC)C(=O)c1cnn(-c2ccccc2)c1NC(=O)c1cccs1	7	4
CC(=O)c1ccc(NCC(=O)N2CCN(c3ccccc3)CC2)cc1	1	7
O=C(CN1C(=O)CCS(=O)(=O)c2ccccc21)Nc1cccc(F)c1	12	4
N#Cc1cc2c(nc1SCc1ccccc1)CCCCC2	6	9
COCCNC(=O)Cc1cn(C)c2ccccc12	6	2
COc1ccc2[nH]c(=O)c(CN(C)C(=O)c3ccncc3)cc2c1	-1	10
Cc1ccc(-n2c(-c3ccccc3)cc(=O)nc2C)cc1	-12	5
CC(C)(C)N1CC2([N+](=O)[O-])CN(C(C)(C)C)CC([N+](=O)[O-])(C1)C2	2	-17
Cc1nnsc1C(=O)Nc1cccc(Cl)c1Cl	-4	4
O=S(Cc1cc(Sc2ccccc2)nc(-c2ccccc2)n1)c1ccccc1 (stereo unspecified)	3	4
O=C(O)CSCC(=O)Nc1ccc(S(=O)(=O)N2CCCCC2)cc1	-3	4
Cc1ccc2c(c1)N(C(=O)c1ccco1)C(C)(C)c1ssc(=S)c1-2	-3	4
CC(C)C(=O)Nc1cccc(C(=O)NCCc2ccc(S(N)(=O)=O)cc2)c1	-1	3
O=C1CC(C(=O)O)C2(CCCC2)O1 (stereo unspecified)	9	7
CCCS(=O)(=O)n1nc(-c2ccccc2)cc1N	-17	-20
CCCNc1nc(OCC(F)(F)F)nc(OCC(F)(F)F)n1	7	-1
CCOC(=O)CN(C(=O)CNC(=O)c1cccs1)C(C(=O)NC1CCCCC1)c1cccnc1 (stereo unspecified)	-8	6
NC(=O)CNC1CC(=O)N(CCc2ccccc2)C1=O (stereo unspecified)	3	4
c1ccc(-n2cnc3cc(NCc4cccs4)ccc32)cc1	-4	20
Cc1ccc(S(=O)(=O)N2CCCN(c3nc4cc(C)ccc4cc3C#N)CC2)cc1	4	6
Cc1ccc(C(=O)NCc2ccco2)cc1S(=O)(=O)N1CCCCC1	1	8
Cc1ccc(N(CC(=O)Nc2c(C)n(C)n(-c3ccccc3)c2=O)S(C)(=O)=O)cc1C	0	12
O=c1c(C(c2ccccc2)c2c(O)sc3ccccc3c2=O)c(O)sc2ccccc12	-4	4
COc1ccc(-c2nnc(NC(=O)c3cc(C)on3)s2)cc1	6	8
Cc1ccc(N/C(SCc2ccccc2C)=C(/C#N)C(=O)NCc2ccco2)cc1C	-15	-11
COc1cccc(-c2cc(C(=O)Nc3c(C)n(C)n(-c4ccccc4)c3=O)no2)c1	11	5
c1ccc(CCc2ccccc2-c2nc(-c3ccccn3)no2)cc1	-3	0
Cc1cccc(OCC(=O)Nc2ccc3c(c2)OCCO3)c1	0	4
COC(=O)c1[nH]c2cccc(OC)c2c1NC(=O)CN1CCOCC1	-1	9
COC(=O)c1ccc2c(=O)n(CCCCCC(=O)NCc3ccc4c(c3)OCO4)c(=O)[nH]c2c1	5	3
COc1ccc(NC(=O)/C(Cl)=C(/Cl)S(=O)(=O)Cc2ccccc2)cn1	0	0
O=C(Nc1cccc(C(=O)N2CCN(Cc3ccccc3)CC2)c1)c1ccccc1	7	11
CCN1C(=O)C(CC(=O)Nc2c(C)cccc2C)SC1=Nc1ccc(S(N)(=O)=O)cc1 (stereo unspecified)	2	12
CN(C)S(=O)(=O)c1ccc(NC(=O)Cn2c(-c3ccccc3)noc2=O)cc1	12	-13

The list goes on:
SMILES	FXIa single inh	FXIIa inh
Cc1cccc(-n2ncc3c(NCCCN4CCCC4=O)ncnc32)c1	-3	5
COc1ccc(Oc2nnnn2-c2ccccc2)cc1	9	3
CC(C)(C)NC(=O)CSc1nncn1NCc1c(Cl)cccc1Cl	2	2
CCOc1ccc(C(=O)Nc2ccccc2N2CCOCC2)cc1	-11	1
N=c1c(C(=O)NCC2CCCO2)cc2c(=O)n3ccccc3nc2n1Cc1cccnc1 (stereo unspecified)	-16	-31
O=C(CSc1nc(-c2ccco2)cc(C(F)(F)F)n1)N1CCN(c2cccc(Cl)c2)CC1	1	7
c1ccc(-c2ccc(-c3cn4c(n3)CCC4)cc2)cc1	-2	-195
CC(C)CCNC(=O)c1ccc2nc[nH]c2c1	14	6
CC1CC(C)(C)NC(=O)O1 (stereo unspecified)	-4	5
C=CCSC1=NC(N)=C(C#N)C2(CCCCC2)C1C(N)=O (stereo unspecified)	-2	0
Cc1nc([N+](=O)[O-])c(Br)n1CC(=O)c1ccc(Cl)cc1	18	-14
CCCC1=C(C(=O)OCC)C(c2cccs2)C(C#N)=C(N)O1 (stereo unspecified)	-2	6
CCCn1nnnc1NCc1cccn1C	8	3
CCNS(=O)(=O)c1ccc(NC(=O)c2cc(C(F)(F)F)nn2C)cc1	-4	-14
Cc1nc(NC(=O)CSc2nnc3ccccn23)c(Cl)cc1Cl	-8	-1
CC(C)(C)NC(=O)NC(=O)COC(=O)CCCc1c[nH]c2ccccc12	-6	-3
O=C(CSCCc1ccccn1)Nc1ccc(Br)cn1	-7	2
COc1cccc(N2CCN(C3C4CC5CC(C4)CC3C5)CC2)c1 (stereo unspecified)	4	15
CCN(CC)CCn1c(NCc2cccc(OC)c2OC)nc2ccccc21	-6	13
Cc1ccc2c(c1)N(CC(=O)NCC1CCCO1)C(=O)C(C)O2 (stereo unspecified)	2	4
CCS(=O)(=O)Nc1ccc(C2=NN(S(=O)(=O)c3ccc(F)cc3)C(c3ccco3)C2)cc1 (stereo unspecified)	23	-15
COC(=O)C(CCSC)NC(=O)Cn1ncc2c(=O)oc3ccccc3c21 (stereo unspecified)	-11	-10
CCCCN(CC)Cc1ccc(CNC(=O)Nc2ccc(F)cc2)o1	0	7
O=C(CCN1C(=O)c2ccccc2C1=O)Nc1sc2c(c1C(=O)NCc1ccco1)CCCC2	-2	0
Cc1nnc(NC(=O)c2c(F)cccc2F)s1	4	4
CCSc1nnc(NC(=O)CSc2nc(C)cc(C)n2)s1	27	-11
CSc1nc(C)cc(NC(N)=O)n1	36	-15
O=C(Nc1cc(Cl)ccc1Oc1ccccc1)c1cnccn1	4	10
Cc1nc2nc(C)c(CCC(=O)O)c(C)n2n1	14	-10
O=C(CSc1nnc(CCc2ccccc2)n1-c1ccc(Cl)cc1)NCc1ccccc1	1	2
COc1ccc(OC)c(NC(=O)CN2C(=O)c3ccccc3S2(=O)=O)c1	-1	-2
O=S(=O)(/C=C/c1ccccc1)Oc1ccccc1	8	5
CCCCS(=O)(=O)C1CCS(=O)(=O)C1 (stereo unspecified)	-3	2
Cc1ccc(CNC(=O)C2CCCN(S(=O)(=O)c3c(C)noc3C)C2)cc1 (stereo unspecified)	-7	8
Cc1cc(C)nc(SCCS(=O)(=O)Cc2ccc(Cl)cc2)n1	-1	1
COc1ccc(CCNC(=O)C2CC(=O)N(C3CCCCCCC3)C2)cc1OC (stereo unspecified)	3	3
CCCCCCC(=O)Nc1ccc(Cl)cn1	0	1
O=C(COC(=O)COc1ccccc1)Nc1ccc(OC(F)(F)F)cc1	-1	5
CCCn1c(N)c(N2CCCCC2)c(=O)n(CC(=O)Nc2ccccc2C)c1=O	-6	-1
O=C(Nc1ccccc1C(=O)NCc1cccnc1)c1ccco1	4	4

An excerpt from above in order of SMILES length, smallest number first:
SMILES	FXIa single inh	FXIIa inh
Cc1nnc(NC(=O)c2c(F)cccc2F)s1	4	4
Cc1nc2nc(C)c(CCC(=O)O)c(C)n2n1	14	-10
O=S(=O)(/C=C/c1ccccc1)Oc1ccccc1	8	5
CCSc1nnc(NC(=O)CSc2nc(C)cc(C)n2)s1	27	-11
O=C(Nc1cc(Cl)ccc1Oc1ccccc1)c1cnccn1	4	10
O=C(Nc1ccccc1C(=O)NCc1cccnc1)c1ccco1	4	4
CCCCN(CC)Cc1ccc(CNC(=O)Nc2ccc(F)cc2)o1	0	7
Cc1cc(C)nc(SCCS(=O)(=O)Cc2ccc(Cl)cc2)n1	-1	1
O=C(COC(=O)COc1ccccc1)Nc1ccc(OC(F)(F)F)cc1	-1	5
COC(=O)C(CCSC)NC(=O)Cn1ncc2c(=O)oc3ccccc3c21 (stereo unspecified)	-11	-10
COc1ccc(CCNC(=O)C2CC(=O)N(C3CCCCCCC3)C2)cc1OC (stereo unspecified)	3	3
COc1ccc(OC)c(NC(=O)CN2C(=O)c3ccccc3S2(=O)=O)c1	-1	-2
CCCn1c(N)c(N2CCCCC2)c(=O)n(CC(=O)Nc2ccccc2C)c1=O	-6	-1
O=C(CSc1nnc(CCc2ccccc2)n1-c1ccc(Cl)cc1)NCc1ccccc1	1	2
O=C(CCN1C(=O)c2ccccc2C1=O)Nc1sc2c(c1C(=O)NCc1ccco1)CCCC2	-2	0
CCS(=O)(=O)Nc1ccc(C2=NN(S(=O)(=O)c3ccc(F)cc3)C(c3ccco3)C2)cc1 (stereo unspecified)	23	-15

The list goes on.
SMILES	FXIa single inh	FXIIa inh
CC(=O)c1c(N2CCCC2)[nH]c(-c2ccccc2)nc1=S	-5	2
Cc1cc2oc(=O)cc(CSc3nc(N)cc(N)n3)c2cc1C(C)C	-4	5
CCOC(=O)NC(Nc1cc(C)ccn1)(C(F)(F)F)C(F)(F)F	5	9
CCCNC(=O)Nc1nccs1	-10	6
CN1CCC(OC(=O)COc2ccccc2)CC1	-7	4
Cc1ccc(NC(=O)NC2CCN(CC(=O)Nc3nccs3)CC2)cc1	-2	3
CC(C)(C)c1ccc(C(=O)CC(=O)c2cc(Cl)ccc2O)cc1	-6	2
COc1ccc(NC(=S)NC(NC(=O)c2ccccc2Cl)C(Cl)(Cl)Cl)c([N+](=O)[O-])c1 (stereo unspecified)	1	8
O=C(O)CCC1=C2c3ccccc3CCN2C(=O)CC1	5	-14
COc1cccc(Nc2nc(CC(C)=O)ns2)c1	-2	4
COc1ccc(C(=S)N2CCCC2)cc1	-3	4
Cc1ccc(C2=[N+]([O-])C(C)(C)CC2)cc1	-3	6
COc1ccc(NCc2nnc(SCC(=O)Nc3ccccc3OC)o2)cc1	-1	-5
Cc1ccc(CC(CC(=O)NCCc2ccc3c(c2)OCO3)C(=O)O)cc1 (stereo unspecified)	-9	4
CSCc1c(C(=O)Nc2ccc(N3CCOCC3)cc2)oc2ccccc12	9	7
COc1ccc(NC(=S)NCCc2ccc(Cl)cc2)c(OC)c1	1	1
COCCCNC(=O)c1ccc(Cn2c(=O)c3ccccc3n(Cc3cc(C)ccc3C)c2=O)cc1	-6	5
C=CC(=O)NC(C)(C)Cc1ccccc1	-2	-2
CC1CCCN(c2nc3c(c(=O)n(C)c(=O)n3C)n2Cc2ccccc2)C1 (stereo unspecified)	-2	4
CS(=O)(=O)N1CCN(C(=O)c2cc(-c3ccccc3)nc3ccccc23)CC1	-4	-3
CCCc1c(C)[nH]c2ccc(NC(C)=O)cc2c1=O	-8	5
O=C(CCn1nc(-c2ccccc2)c2ccccc2c1=O)NCC1CCCO1 (stereo unspecified)	4	1
CCN(CC)C(=O)c1cc2c(=O)oc3ccccc3c2s1	8	6
CCC1CCCCN1C(=O)Nc1ccc(F)cc1 (stereo unspecified)	-6	4
O=[N+]([O-])c1ccc(NC(=S)N/C(=N/CS(=O)(=O)c2ccccc2)c2ccccc2)cc1	1	9
Cc1ccc(NC(=S)N2CCC(N(C)CC3CCCO3)CC2)c(C)c1 (stereo unspecified)	-13	1
CCN=c1sc2ccccc2n1CC(O)COc1ccccc1 (stereo unspecified)	-5	8
CCOC(=O)C1CCN(Cc2ccc(F)c(F)c2)CC1	6	7
COc1ccccc1CNC(=O)CCc1nc2ccccc2c(=O)[nH]1	2	-1
Cc1nn(CC(=O)Nc2ccc3c(c2)nc2n3CCOC2)c(=O)c2ccccc12	-6	3

These rows are one share of the data; rates above refer to the full screens.
